JMJD2C inh: inhibitors of human GASC-1 (JMJD2C) demethylase; inhibition, % at 2.35 µM; GST-JMJD2C(1-420) H3K9me3 demethylation, DELFIA europium; Q9H3R0; actives 0.069% (n = 330,000);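 active means more than half of a compound's replicate wells show inhibition beyond 50%, single wells judged on their own value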;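 further: signal counts dimethyl H3K9 product captured on neutravidin plate; 0% = median of DMSO wells and 100% = 0.3 times that DMSO median; strong numbers were not always called active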
core dimer inh: HCV core protein dimerization inhibition; inhibition, % at 5 µM; AID 1899; actives 0.33% (n = 300,000); TR-FRET GST/Flag-core106 dimerization, 1536-well;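 active means inhibition above the mean of all tested compounds plus 3 SD, set per screening campaign, cut at about 45% in these data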
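Test system: GST/Flag-tagged HCV core106 proteins; Medium: KF-containing HEPES buffer, pH 7.45, DTT, CHAPS, BSA; Times: compound-protein-antibody incubation 4 h at 22.5 °C; Detection: TR-FRET 671 and 617 nm emission; Benchmarks: wells lacking GST-core106 and wells with excess unlabelled core106.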
proCasp3 act: activates human procaspase-3. P42574. recombinant procaspase-3 D3A, Ac-DEVD-pNA absorbance 405 nm. activation, % at 8.5 µM. actives 0.11% (n = 330,000). AID 463141;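 active means activation above the mean of all tested compounds plus 3 SD, cut at about 21% in these data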;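 further: 0% = DMSO alone and 100% = DMSO wells spiked with extra 5 µM PC-3 D3A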
Target sequence (P42574 whole entry D9A/D28A/D175A): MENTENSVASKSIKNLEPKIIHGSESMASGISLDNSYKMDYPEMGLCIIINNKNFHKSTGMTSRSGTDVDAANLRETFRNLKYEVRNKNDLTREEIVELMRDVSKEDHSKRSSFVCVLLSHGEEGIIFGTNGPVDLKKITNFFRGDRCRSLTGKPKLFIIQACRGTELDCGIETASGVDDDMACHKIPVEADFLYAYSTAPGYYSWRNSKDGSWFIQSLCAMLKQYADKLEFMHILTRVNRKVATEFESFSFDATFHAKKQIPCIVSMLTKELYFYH
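Assay system: Procaspase-3 D3A mutant, all three cleavage aspartates alanine. Buffer or medium: Zinc-free HEPES saline buffer with Triton X-100. Times: 1 h compound preincubation, 2 h substrate hydrolysis at 25 °C. Measured by: 405 nm absorbance of p-nitroaniline, reads at 0 and 120 min. Read-out basis: percent activation relative to control range. Replicates: singlicate.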
CTSL1 counter: cathepsin L1 inhibition, PFM18AAP counter-screen; recombinant F. hepatica cathepsin L1, Z-Leu-Arg-MCA fluorescence; inhibition, % at 5.96 µM; actives 0.49% (n = 300,000);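 active means inhibition above the mean of all tested compounds plus 3 SD, set per screening campaign, cut at about 17% in these data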;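 further: 0% = plate median of test compound wells and 100% = 1 µM Z-Phe-Ala-diazomethylketone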
PP5 inh: PP5 (human) phosphatase inhibition | P53041 | purified PP5c, OMFP substrate fluorescence | AID 1987 | actives 0.18% (n = 320,000) | inhibition, % at 6.7 µM;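 active means inhibition above the campaign's mean inhibition across all tested compounds plus 3 SD, cut at about 9.5% in these data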;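 further: 0% = DMSO only and 100% = 100 µM cantharidin control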
Target sequence (P53041 whole entry, looked up): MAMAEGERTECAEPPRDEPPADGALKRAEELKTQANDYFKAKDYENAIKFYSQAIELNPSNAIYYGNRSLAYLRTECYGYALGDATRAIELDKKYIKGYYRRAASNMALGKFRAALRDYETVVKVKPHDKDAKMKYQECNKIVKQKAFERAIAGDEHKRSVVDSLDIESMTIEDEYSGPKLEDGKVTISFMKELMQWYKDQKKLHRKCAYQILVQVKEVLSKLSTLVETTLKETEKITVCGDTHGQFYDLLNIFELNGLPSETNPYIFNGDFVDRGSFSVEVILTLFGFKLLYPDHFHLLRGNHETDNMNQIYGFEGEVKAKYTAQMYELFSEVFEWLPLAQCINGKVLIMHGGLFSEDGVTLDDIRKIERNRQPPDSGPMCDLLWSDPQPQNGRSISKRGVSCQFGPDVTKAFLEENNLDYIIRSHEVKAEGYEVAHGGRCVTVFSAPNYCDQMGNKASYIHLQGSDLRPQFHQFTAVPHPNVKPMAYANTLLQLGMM
proCasp7 act: counter-screen: procaspase-7 (human) activation; P55210; recombinant procaspase-7, Ac-DEVD-pNA absorbance 405 nm; D23A/D198A/D206A triple mutant, cannot self-cleave; scale: DMSO 0, 5 µM enzyme 100; activation, % at 8.5 µM; actives 0.093% (n = 330,000); AID 463210;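 active means percent activation above the screen-wide mean plus 3 SD, cut at about 25% in these data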
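Assay system – Uncleavable procaspase-7 mutant enzyme · Quantity – 2 µM procaspase-7 mutant as dispensed · Times – 1 h preincubation, 2 h reaction · Dosing – single nominal 8.5 µM compound dose, 0.8% DMSO final · Buffer or medium – Zinc-free 50 mM HEPES buffer, pH 7.4, with NaCl and Triton X-100 · Detection – Epi-absorbance of released pNA at 405 nm, two timepoints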
PP1 inh: blocks human PP1-alpha phosphatase, a PP5 counter-screen; purified PP1alpha, OMFP fluorescence; P62136; inhibition, % at 6.7 µM; actives 0.9% (n = 320,000);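 active means inhibition above the mean inhibition of all tested compounds plus 3 SD, computed separately for each screening campaign, cut at about 15% in these data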
Target sequence (P62136 whole entry, looked up): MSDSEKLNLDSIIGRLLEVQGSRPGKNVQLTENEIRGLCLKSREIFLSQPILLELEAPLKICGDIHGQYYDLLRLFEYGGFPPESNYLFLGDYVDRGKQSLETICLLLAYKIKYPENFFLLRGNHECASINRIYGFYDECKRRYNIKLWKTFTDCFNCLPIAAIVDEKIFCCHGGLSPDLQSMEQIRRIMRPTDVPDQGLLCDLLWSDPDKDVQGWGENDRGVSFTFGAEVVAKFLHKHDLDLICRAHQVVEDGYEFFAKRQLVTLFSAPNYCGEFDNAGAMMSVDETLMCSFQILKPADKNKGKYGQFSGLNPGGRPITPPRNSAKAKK
Efflux pump mplx: blocks antifungal efflux pumps in multiplex yeast assay; S. cerevisiae Candida pump triplex, Nile Red efflux; inhibition, % at 10 µM; actives 0.44% (n = 330,000); AID 485275;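 active means plate passing quality check with inhibition over a set limit, or well fluorescence over plate mean plus 4 SD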;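 further: Nile Red retained in pooled yeast measured as flow cytometry median fluorescence; 0% = buffer negative control and 100% = Enniatin B positive control; higher means more Nile Red kept so more efflux inhibition; some compounds called inactive have numbers as strong as hits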
TPT1 inhibitor: blocks Candida albicans tRNA 2'-phosphotransferase | recombinant caTPT1, FP RNA substrate dephosphorylation | inhibition, % at 5 µM | actives 0.81% (n = 300,000);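 active means inhibition above the mean of all tested compounds plus 3 SD, set per screening campaign, cut at about 24% in these data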;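 further: plate controls were DMSO alone for no effect and ferristatin control at 100 nM for full effect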
An asterisk follows results filed as active; i = inactive; nt = not tested or not shown.

SMILES	JMJD2C inh	core dimer inh	proCasp3 act	CTSL1 counter	PP5 inh	proCasp7 act	PP1 inh	Efflux pump mplx	TPT1 inhibitor
COc1ccc(C(=O)NC(C)c2ccc(-n3ccnc3)cc2)c(OC)c1OC (configuration not stated)	-20	-5	7	0	1.6	7	-2	0.5	0
COc1ccc(C(=O)NN/C(=N/S(=O)(=O)c2ccc(C)cc2)c2ccccc2)cc1	-1	2	11	1	-1.2	3	0	0.3	3
O=C(CN1C(=O)NC2(CCCCCC2)C1=O)NCc1ccco1	19	0	-3	-11	-1.7	-4	1	0.5	-1
O=C1CSC(c2cccnc2)N1Cc1ccc(Cl)cc1Cl (configuration not stated)	-5	-3	4	8	3.8	5	-5	0.2	-3
O=C(N/N=C/c1cccnc1)c1ccccc1OCc1cccc(Br)c1	-5	0	1	2	1.0	-8	14	0.1	-1
O=C1OCCC1Sc1nc2cc(Cl)ccc2s1 (configuration not stated)	15	-5	4	-2	2.7	2	-3	0.3	2
COc1ccc(OCC(=O)NNC(=O)c2cccnc2)cc1	15	-2	9	-4	1.5	-6	0	0.1	-3
Cc1cc(NC(=O)CSc2nnnn2-c2ccccc2C)no1	-4	-1	2	0	-2.2	8	-1	-0.1	-1
COc1cccc(/C=N/n2cncn2)c1OCC#N	4	0	5	2	-1.1	9	0	0.0	-3
CC(Oc1ccccc1)C(=O)N1CCCc2ccccc21 (configuration not stated)	-2	4	11	1	5.5	0	-1	0.0	-1
CCN(CC)C(=O)c1c(C)nc2ccccn12	6	0	-10	2	-0.8	0	1	-0.2	1
CN1C(=O)C(O)(CC(=O)/C=C/C=C/c2ccccc2)c2ccccc21 (configuration not stated)	-2	-1	-9	32*	1.2	-4	-1	-0.2	0
O=C(Nc1ccccc1)c1ccc(C(=O)Nc2ccccc2)nc1	-14	2	1	0	2.7	-4	1	0.2	5
Cc1ccc(C(C)C)c(OCCNS(C)(=O)=O)c1	i	-2	4	-1	2.5	1	-1	0.0	-2
CCOc1ccc(CN(C)C(=O)c2cc(S(=O)(=O)N3CCCC3)ccc2C)cc1	2	nt	4	nt	2.2	-3	-6	0.3	nt
O=c1[nH]c2ccccc2nc1-c1c[nH]c2ccccc12	-4	-16	-17	-2	5.8	-14	1	0.2	-2
COc1ccc(C(=O)Nc2ccccc2-c2nnn(CC(=O)NCc3ccco3)n2)cc1	-17	1	-3	6	-1.1	0	6	-0.2	0
O=C1/C(=C/c2cccs2)CCc2ccccc21	-4	6	2	-1	1.1	-2	-2	-0.1	-2
Clc1ccccc1-c1nnc(-c2ccccc2Cl)o1	-2	0	2	2	0.1	4	1	-0.1	-3
NC(=O)c1c(NC(=O)c2ccco2)sc2c1CCC2	5	3	0	0	2.6	6	-3	-0.1	0
c1ccc(C2=Nn3c(nnc3-c3n[nH]c4c3CCC4)SC2)cc1	-8	7	4	-5	3.2	6	4	0.1	-1
COc1ccc(C(=O)Nc2ccnn2C2CCN(Cc3ccccn3)CC2)cc1	-4	6	-1	4	-0.1	2	-6	-0.1	-3
O=C(CN1CCCCC1)Nc1cccc(-n2cnnn2)c1	2	-4	-10	0	1.1	9	-3	0.0	-2
CCN(CC(=O)Nc1c(F)cccc1F)C(=O)c1cc(S(=O)(=O)N2CCOCC2)ccc1N1CCCC1	-3	2	7	1	-2.6	5	-11	0.0	-1
COc1ccc2c(C(F)(F)F)cc(=O)oc2c1C	22	2	2	-4	-0.4	3	-7	0.0	-5

The last two entries of the part above open the next one.
SMILES	JMJD2C inh	core dimer inh	proCasp3 act	CTSL1 counter	PP5 inh	proCasp7 act	PP1 inh	Efflux pump mplx	TPT1 inhibitor
CCN(CC(=O)Nc1c(F)cccc1F)C(=O)c1cc(S(=O)(=O)N2CCOCC2)ccc1N1CCCC1	-3	2	7	1	-2.6	5	-11	0.0	-1
COc1ccc2c(C(F)(F)F)cc(=O)oc2c1C	22	2	2	-4	-0.4	3	-7	0.0	-5
COc1cccc(-c2cc(C(=O)N3CCc4ccccc4C3)no2)c1	0	2	7	2	3.0	-5	-1	0.1	2
Cc1ccnc(SCC(=O)Nc2oc(-c3ccccc3)c(-c3ccccc3)c2C#N)n1	12	24	-13	2	4.1	1	3	0.0	4
Cc1ccccc1NC(=O)CSc1nnc(NC(=O)C2CC2)s1	-6	8	2	9	-0.3	-3	-2	-0.1	-1
Cc1cccc(NC(=O)c2cc(S(=O)(=O)N3CCc4ccccc43)cn2C)c1C	0	7	-2	-4	2.0	8	2	0.3	-1
O=C(COC(=O)c1ccccc1NCCO)Nc1cccc(S(=O)(=O)NC2=NCCCCC2)c1	i	14	4	-5	-0.2	8	-4	-0.1	1
CCOC(=O)c1sc2nc(C)nc(NC3CCC(O)CC3)c2c1C (configuration not stated)	11	-1	7	-1	-1.1	6	1	-0.5	-4
C/C=C\C(=O)Nc1cccc(C2=NOC3(C2)C[C@@H](C(N)=O)N(C(=O)CCCCC)C3)c1 (some centres not stated)	3	8	4	-1	0.9	2	1	-0.1	-1
COc1cc(C2C(C(C)=O)=C(O)C(=O)N2c2ccc(C)cc2)ccc1O (configuration not stated)	19	-3	-4	-1	-0.4	5	0	0.1	2
C=CCN(CC=C)C(=S)NC(=O)c1ccc(-c2ccccc2)cc1	8	-5	2	5	3.9	9	4	0.0	-1
Cc1cc(Cl)ccc1OCC(=O)OC(C)C(=O)N(C)C (configuration not stated)	17	-2	0	-9	-0.1	5	0	-0.1	-4
Cc1cc(Cl)c2oc(C(=O)N3CCCCC3CCN3CCCC3=O)c(C)c2c1 (configuration not stated)	9	4	16	0	1.2	2	0	-0.7	1
CCOC(=O)c1cccc(NC(=O)c2cc(C)nn2-c2ccccc2)c1	-22	7	15	-2	1.2	2	1	0.1	-7
O=C(CCCOc1cccc(Br)c1)NCCOc1ccccc1	-4	4	6	-2	-0.1	3	-4	-0.1	1
O=C(NNC(=O)c1cccs1)c1ccc(Br)o1	14	-1	2	-41	6.6	3	-2	-0.1	1
Cc1cc(C)n(C(C)CNS(=O)(=O)c2ccc(C)c(C)c2)n1 (configuration not stated)	0	1	4	-2	-0.8	6	-5	-0.1	-7
Nc1nc(SCC(=O)Nc2ccc([N+](=O)[O-])cc2)[nH]c(=O)c1NC(=O)c1ccc(Br)cc1	-11	2	-3	5	0.2	2	19*	0.0	-2
CCN(CC)C(=O)CSc1nc2ccccc2c(=O)n1CC	-1	0	4	-2	2.9	10	-3	0.0	4
CCn1cc(C2=NOC(C(=O)Nc3ccc4c(c3)OCO4)C2)c(C)n1 (configuration not stated)	-12	3	3	-1	1.1	9	2	0.1	0
O=C(c1cc(C2CC2)nn1-c1ccccc1)N1CCN(c2ccccc2O)CC1	17	nt	-1	nt	nt	8	nt	-0.1	nt
O=C(c1ccc(OC2CCN(CCCc3ccccc3)CC2)cc1)N1CCCC1	-1	-3	-6	-2	-1.2	8	-2	3.5	-4
CCOC(=O)N1CCN(C(=O)CSC2=NS(=O)(=O)c3cc(Cl)ccc3N2)CC1	-1	0	4	5	0.8	2	-4	0.0	1
Cc1ccc(C(=O)N(CC(=O)NC2CCCC2)c2ccccc2Cl)s1	9	0	3	-2	1.9	-2	0	0.0	-4
Cc1ccc(C=Nc2ccccc2C(N)=O)o1	-3	5	5	-1	0.2	-5	1	-0.2	0
Clc1ccc(-c2cn3c(n2)-c2ccccc2C3)cc1Cl	13	8	-3	0	1.0	19	-1	-0.1	0
COc1ccc(CSCC(=O)N/N=C/c2ccccc2OCc2ccccc2)cc1	-5	13	4	2	3.8	3	-2	-0.1	-2

Other entries follow.
SMILES	JMJD2C inh	core dimer inh	proCasp3 act	CTSL1 counter	PP5 inh	proCasp7 act	PP1 inh	Efflux pump mplx	TPT1 inhibitor
CCNC(=O)c1ccccc1-c1nc(-c2ccccc2Cl)no1	2	5	2	3	-0.2	2	-4	-0.1	-3
CC1(NC(=O)c2ccccc2)CCN(CCCc2ccccc2)C1=O (configuration not stated)	7	nt	13	nt	-2.7	4	-3	-0.1	nt
O=S(=O)(c1cccc(Cl)c1)N1CCCC1	6	-7	-4	2	3.5	2	-1	-0.3	1
COc1ccc(C2=NOC(C(=O)NCc3cccs3)C2)cc1OC (configuration not stated)	35	2	6	-1	1.4	-7	-6	-0.1	-5
Nc1ccc(C(=O)c2cccs2)cc1	-2	-7	-1	-2	0.2	2	-1	0.3	5
COCCN(C(=O)CSc1n[nH]c(-c2ccccc2)n1)c1c(N)n(Cc2ccccc2)c(=O)[nH]c1=O	-8	1	-14	9	-3.0	5	-2	0.1	-2
COC(=O)c1cccc(NS(=O)(=O)c2cccs2)c1C	-6	0	8	-3	0.1	-3	3	0.0	1
COc1ccc2oc(C(=O)N3CCCc4ccccc43)c(C)c2c1	4	1	-4	-1	2.2	-2	0	-0.1	-3
CCCNC(=O)c1oc2ccc3c(c2c1C)C(=O)CC(C)(C)O3	3	2	-4	2	1.0	15	-4	0.2	6
COc1ccc(-c2cc(C(=O)Nc3ccc(C)c(C)c3)no2)cc1	-11	-5	4	2	3.6	-7	6	-0.1	-1
CCC1CCCCN1C(=O)CCCOc1ccccc1 (configuration not stated)	-9	4	-7	0	0.6	4	-1	0.1	0
COc1ccc(C2c3[nH]c4ccccc4c3CCN2Cc2ccoc2)c(F)c1 (configuration not stated)	1	1	-1	-2	-2.4	-11	0	-0.1	-2
Cc1ccc2c(c1)c1c(n2CC(O)CNC(CO)(CO)CO)CCCC1 (configuration not stated)	2	-8	6	1	2.4	2	-3	-0.2	-3
COc1ccc(N(CC(=O)NC(C)(C)C)C(=O)CCC(=O)Nc2nccs2)c(OC)c1	-24	-11	-11	-3	3.0	-4	-3	0.9	0
C[C@H](NC(=O)c1nc[nH]c1C(=O)N(C)Cc1ccccc1)c1ccccc1	4	nt	3	nt	1.8	0	-2	0.5	nt
O=c1cc(N2CCCCC2)c(-c2ccccc2)nn1Cc1ccccc1Cl	12	25	8	4	4.8	11	5	0.1	-3
CCOC(=O)N1CCN(c2ncnc3c2[nH]c2ccc(OC)cc23)CC1	22	-3	1	1	3.5	-3	-1	0.2	1
Cc1cc(-c2nc(C)c(-c3nnc(SCC(=O)Nc4ccc(Cl)cc4)n3C)s2)no1	-1	-1	4	-1	2.5	6	-6	0.0	-2

Complete entries, looked up by structure:
Results for O=S(=O)(c1cccc(Cl)c1)N1CCCC1 → JMJD2C inh = 6; core dimer inh = -7; proCasp3 act = -4; CTSL1 counter = 2; PP5 inh = 3.5; proCasp7 act = 2; PP1 inh = -1; Efflux pump mplx = -0.3; TPT1 inhibitor = 1
Results for COc1ccc(C2=NOC(C(=O)NCc3cccs3)C2)cc1OC (configuration not stated) → JMJD2C inh = 35; core dimer inh = 2; proCasp3 act = 6; CTSL1 counter = -1; PP5 inh = 1.4; proCasp7 act = -7; PP1 inh = -6; Efflux pump mplx = -0.1; TPT1 inhibitor = -5

Bioassay records from PubChem.
